# Screening results: PubChem, National Center for Advancing Translational Sciences (NCATS)
# Tb PFK inh: inhibitors of T. brucei phosphofructokinase. O15648. T. brucei PFK, ADP-Glo luminescence. Potency, µM (top dose mostly 57.5 µM), without a hit: top-dose activity, negative = inhibition, most hits filed as inhibitors. 330,000 tested, 0.17% active. AID 485367;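 note: potency is the fitted concentration of half-maximal effect; 0% = uninhibited 1x PFK enzyme wells and -100% = no-enzyme wells; nearly all actives have a fitted effect of over 60% in size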
#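 ADP-Glo luminescence quantified ADP after 45 min at room temperature, with 1.25 nM T. brucei PFK, 0.1 mM ATP and 0.5 mM fructose-6-phosphate in pH 8.0 TEA buffer. qHTS titrations up to 57 µM; curves classified by quality.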
# TSG101-PTAP inh: blocks PTAP/TSG101 interaction to inhibit HIV-1 budding | Fluorescence polarization, FITC-PTAP peptide / Tsg101 binding | 340,000 tested, under 10 active | Potency, µM (top dose mostly 115 µM), without a hit: top-dose activity change, negative = inhibition, most hits filed as inhibitors; active = well fitted inhibition curve with a large enough effect in the main read-out, with a control signal flat, not every such curve was filed as active; inconclusive = small, poorly fitted or top-dose-only effect, or effect the other way, or a change in a side signal; inactive = no such curve, though single readings can be large or run the other way; note: potency is the fitted concentration of half-maximal effect; % of control where 0% means no effect
# Target sequence (Q99816 whole entry, looked up): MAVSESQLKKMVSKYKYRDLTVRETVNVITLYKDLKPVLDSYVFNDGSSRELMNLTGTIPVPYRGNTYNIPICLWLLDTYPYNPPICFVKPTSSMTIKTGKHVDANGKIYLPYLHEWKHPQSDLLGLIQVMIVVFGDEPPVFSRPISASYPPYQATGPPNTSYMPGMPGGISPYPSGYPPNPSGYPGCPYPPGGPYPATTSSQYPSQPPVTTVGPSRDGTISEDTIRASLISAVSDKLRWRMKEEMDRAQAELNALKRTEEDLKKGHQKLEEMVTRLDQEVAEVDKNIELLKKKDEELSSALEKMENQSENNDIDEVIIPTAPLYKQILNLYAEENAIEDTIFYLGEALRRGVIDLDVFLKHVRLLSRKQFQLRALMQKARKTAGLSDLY
#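 Tsg101 binding domain (10 uM final) was mixed with compound and a FITC-labeled PTAP peptide (50 nM final) in HEPES pH 7.5 buffer with NaCl, Tween 20, EDTA and TCEP; fluorescence polarization was read after 20 min at r.t.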
# ELG1 repair inh: ELG1-dependent DNA repair inhibition; HEK293T ELG1-luciferase reporter, luminescence, 16 h; DNA damage induced by 5-fluorouridine; Potency, µM (highest dose often 46.1 µM), inactives show at the top dose activity change, negative = inhibition, usual class: inhibitors; 330,000 tested, 2.3% active; AID 504467; note: potency is the fitted concentration of half-maximal effect; % is set by controls: 0 for no effect and ±100 for the full control effect; nearly all actives have a fitted effect of over 55% in size
#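 DMSO vehicle served as the neutral condition. Each well held 2,000 cells given 5-fluorouridine plus compound; after 16 hr at 37 °C/5% CO2, ONE-Glo was added and luciferase measured 30 min later.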
# Integrin act MD: activators of alpha7 integrin expression for muscular dystrophy | 350,000 tested, 0.064% active | Potency, µM (highest dose often 38.3 µM), inactives show at the highest dose activation, most hits filed as activators | alpha7betagal myoblasts, beta-gal FDG fluorescence, 48 h;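 note: potency is the fitted concentration of half-maximal effect; 100% = response of the positive control SU9516; nearly all actives have a fitted effect of over 60% in size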
#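 Alpha7betagal+/- myoblasts (passage 13) were plated 16-24 hr, then exposed to compounds (1:260 dilution of DMSO stock) for 48 hours at 37C. After MPER lysis, β-galactosidase reporter activity was read as FDG fluorescence (ex 480/em 540) after 30 minutes.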
# BCR signal inh: chronic active BCR signaling inhibition. Potency, µM (titrated, usually from 46.1 µM), without a hit: at the top dose ratio change, negative = lower green/red ratio, actives largely listed as inhibitors. ABC-DLBCL IkBa-CBG/CBR reporter, luminescence ratio, 4 h. 340,000 tested, 0.05% active; active = well fitted inhibition curve with a large enough effect in the signal ratio, with a control signal flat, not every such curve was filed as active; inconclusive = small, poorly fitted or top-dose-only effect, or effect the other way, or a change in a side signal; the % refers to the signal ratio;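 note: potency is the fitted concentration of half-maximal effect; plate controls were basal doxycycline-induced cells for no effect and cells given 10 µM MG132 for full effect; MG132 reads +100%, hits lower the ratio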
#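 Cell line TMD8 (human ABC DLBCL), stably expressing tet-inducible CBG68-IkBa fusion and CBR; IMDM/0.5% FBS; cpd up to 46 uM; dox induction, 4 h, 37C/5% CO2; dual luminescence; green/red ratio; MG132 control.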
# Mito fusion act: inhibitors of mitochondrial division or activators of mitochondrial fusion | S. cerevisiae fusion-defective mutant growth rescue, CellTiterGlo 48 h | Potency, µM (titrated, usually from 46.1 µM), for inactives: at the top dose growth rescue (activation), actives largely listed as activators | 320,000 tested, 0.23% active;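 note: potency is the fitted concentration of half-maximal effect; % of control where 0% means no effect; nearly all actives have a fitted effect of over 45% in size; temperature-sensitive fusion mutants such as fzo1-1 at 37 °C on non-fermentable ethanol glycerol medium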
#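 Yeast fusion mutant, YPEG (non-fermentable carbon), compound, 48 h at 37C non-permissive; CellTiterGlo added, 10 min RT, luminescence read. Rescued growth = division inhibition.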
# AT treatment: potential ataxia-telangiectasia treatments restoring KAP-1 phosphorylation | […] A-T fibroblasts, KAP-1 phosphorylation AlphaLISA; neocarzinostatin DNA damage 30 min before lysis | Potency, µM (series often up to 57.5 µM), without a hit: at the top dose activation, actives largely listed as activators | 320,000 tested, 0.19% active; note: potency is the fitted concentration of half-maximal effect; % of control where 0% means no effect; nearly all actives have a fitted effect of over 45% in size
#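 ATM-like activity read as KAP-1 phosphorylation via AlphaLISA donor/acceptor antibody pairs after lysis and 6 hr at 25C. Cells were ATM-null patient fibroblasts ([…], hTERT), dosed 60 min, then exposed to the DSB inducer NCS for 30 min.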
# Eya2 inh: blocks the phosphatase activity of human Eya2. Potency, µM (titrated, usually from 76.9 µM), inactives show top-dose activity, negative = inhibition, usual class: inhibitors. O00167. 330,000 tested, 0.006% active. AID 488837. recombinant Eya2, OMFP fluorescence dephosphorylation (OMFP is methylfluorescein phosphate); note: potency is the fitted concentration of half-maximal effect; % is set by controls: 0 for no effect and ±100 for the full control effect
#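 Eya2 protein (added as 0.2 uM solution) was preincubated with compound for 10 min at ambient temperature in 50 mM HEPES pH 7.5, 50 mM NaCl, 5 uM MgCl2, 0.05% BSA, 1 mM DTT. OMFP (added at 50 uM) then reacted 10 min; fluorescence read at 485/525 nm.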
# TCR activator: activators of T cell receptors; primary human leukocytes, anti-CD3, IL-2 HTRF, 48 h; Potency, µM (top dose mostly 9.22 µM), for the others: at the top dose activation of IL-2 secretion, usual class: activators; 330,000 tested, under 10 active; AID 504894; note: % of control where 0% means no effect
#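 Human primary leukocytes + a-CD3 beads + cpd, 48 hr; IL-2 in supernatant by HTRF (ex 320nm / em 665nm). No co-stimulatory signal supplied.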
# TSHR antag: antagonists of human thyroid stimulating hormone receptor | activity change, negative = inhibition, % at 11.5 µM | 330,000 tested, 0.2% active | TSHR-expressing cells, TSH-stimulated cAMP HTRF, 2 h; hits give low values | P16473;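 active = activity change below a set negative limit, meaning inhibition stronger than a set level, cut at about -70% in these data; inconclusive = activity change between two set negative limits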; note: % is set by controls: 0 for no effect and ±100 for the full control effect
#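 Inhibition of cAMP made by TSHR-expressing cells under TSH stimulation (4nM final, EC80; 2 h, 37 deg C) is quantified with a one-step lysis HTRF kit, anti-cAMP cryptate versus cAMP-d2.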
# ASM inhibitor: human S-ASM enzyme inhibition. placental ASM, HMU-PC fluorogenic substrate, 60 min. 340,000 tested, 0.006% active. AID 504937. Potency, µM (highest dose often 57.5 µM), without a hit: top-dose activity change, negative = inhibition, actives largely listed as inhibitors. P17405; note: potency is the fitted concentration of half-maximal effect
# Target sequence (P17405 47-631 limits assumed): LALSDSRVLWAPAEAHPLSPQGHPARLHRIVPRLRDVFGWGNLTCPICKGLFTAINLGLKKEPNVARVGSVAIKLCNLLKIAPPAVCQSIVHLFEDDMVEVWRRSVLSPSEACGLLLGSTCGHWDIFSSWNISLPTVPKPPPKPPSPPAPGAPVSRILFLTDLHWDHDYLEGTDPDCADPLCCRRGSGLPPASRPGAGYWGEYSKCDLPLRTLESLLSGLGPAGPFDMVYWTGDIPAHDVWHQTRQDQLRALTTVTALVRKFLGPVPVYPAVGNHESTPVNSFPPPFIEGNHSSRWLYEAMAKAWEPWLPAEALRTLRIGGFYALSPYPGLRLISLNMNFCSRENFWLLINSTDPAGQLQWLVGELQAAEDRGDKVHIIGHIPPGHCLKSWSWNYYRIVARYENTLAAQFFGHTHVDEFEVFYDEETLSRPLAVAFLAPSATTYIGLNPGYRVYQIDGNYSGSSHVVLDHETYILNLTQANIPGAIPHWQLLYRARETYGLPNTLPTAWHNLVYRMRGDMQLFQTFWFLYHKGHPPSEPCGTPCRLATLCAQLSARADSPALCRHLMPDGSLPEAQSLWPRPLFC
#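 qHTS format. ASM enzyme prepared from human placenta hydrolyses the fluorogenic substrate HMU-PC0 (9 uM final) over 60 min at 37 °C after a 10 min compound preincubation.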
# An asterisk follows results filed as active; ? = inconclusive; . = no result given; [ ] = remark or other dose. Unless noted, calls come from the whole dose curve; as a rule, active = well fitted curve in the direction sought with a large enough effect; inconclusive = small, poorly fitted or top-dose-only effect, or another doubt; inactive = no such curve, though single readings can be large; an effect the other way counts as inactive or inconclusive.
# The opening 2 records, ahead of the listing:
[1] CCCCn1c(N)c(N(CCOC)C(=O)CCCc2nc3ccccc3s2)c(=O)[nH]c1=O
[2] Cc1ccc(NC(=O)COC(=O)c2cccnc2Cl)cc1S(=O)(=O)N1CCCCC1
Assay by compound	1	2
Tb PFK inh	0%	1%
TSG101-PTAP inh	-2%	-2%
ELG1 repair inh	12%	-16%
Integrin act MD	27%	7%
BCR signal inh	9%	7%
Mito fusion act	-3%	-5%
AT treatment	0%	-5%
Eya2 inh	20%	1%
TCR activator	1%	0%
TSHR antag	5	-12
ASM inhibitor	8%	-1%

# All compounds of this part, from the first entry:
[1] CCCCn1c(N)c(N(CCOC)C(=O)CCCc2nc3ccccc3s2)c(=O)[nH]c1=O
[2] Cc1ccc(NC(=O)COC(=O)c2cccnc2Cl)cc1S(=O)(=O)N1CCCCC1
[3] O=C(COC(=O)c1ccc(S(=O)(=O)N2CCCC2)cc1)NCc1ccco1
[4] CC(=O)N1c2ccc(S(=O)(=O)N3c4ccccc4CC3C)cc2CC1C (stereo not drawn)
[5] O=C(NCC(=O)N(Cc1cccs1)C(C(=O)NC1CCCCC1)c1ccncc1)c1ccco1 (stereo not drawn)
[6] CCN1C(=O)[C@H]2[C@@H](c3ccc(-c4cccc(Cl)c4)c(OC)c3)N[C@@](Cc3ccccc3)(C(=O)OC)[C@H]2C1=O
Assay by compound	1	2	3	4	5	6
Tb PFK inh	0%	1%	?	5%	-2%	11%
TSG101-PTAP inh	-2%	-2%	-3%	0%	-6%	0%
ELG1 repair inh	12%	-16%	-5%	10%	-1%	10%
Integrin act MD	27%	7%	-29%	15%	-24%	11%
BCR signal inh	9%	7%	6%	-1%	-18%	?
Mito fusion act	-3%	-5%	-2%	19%	0%	13%
AT treatment	0%	-5%	10%	12%	-5%	-6%
Eya2 inh	20%	1%	-1%	-1%	3%	-21%
TCR activator	1%	0%	-1%	-10%	-6%[46.1 µM]	0%
TSHR antag	5	-12	0	50	-6	1
ASM inhibitor	8%	-1%	-2%	5%	0%	0%

[7] COc1ccc(CNC(=O)COC(=O)c2cc3ccccc3cc2O)cc1OC
[8] O=C(N1CCN(Cc2ccc3c(c2)OCO3)CC1)C(Cl)(Cl)Cl
[9] Cc1ccccc1/C=N/Nc1nc2ccccc2c(=O)n1O
[10] Cc1cccc(CSCCNC(=O)CCSc2ccccc2)c1
[11] N#C/C(=C\c1c(N2CCCCCC2)nc2ccccn2c1=O)C(=O)NCc1ccco1
[12] CSc1ccccc1OCc1cc(C(=O)N(C)C2CCCc3ccccc32)no1 (stereo not drawn)
Assay by compound	7	8	9	10	11	12
Tb PFK inh	-3%	4%	-22%	4%	1%	0%
TSG101-PTAP inh	0%	-1%	-4%	-10%	-2%	-1%
ELG1 repair inh	-3%	5%	26%	-1%	?	-2%
Integrin act MD	11%	21%	12%	3%	10%	-42%
BCR signal inh	2%	?	?	?	4%	6%
Mito fusion act	.	-3%	2%	?	9%	25%
AT treatment	-12%	13%	-12%	12%	-9%	0%
Eya2 inh	4%	-9%	-9%	-1%	?	-12%
TCR activator	2%	.	1%	-5%	-2%	4%
TSHR antag	.	-36	-4	6	-7	-1
ASM inhibitor	-2%	-1%	14%	4%	4%	-4%

[13] Fc1ccc(Cn2nnnc2C(c2cccs2)N2CCCCCC2)cc1 (stereo not drawn)
[14] Cc1ccc(S(=O)(=O)N/N=C\c2ccc([N+](=O)[O-])o2)cc1
[15] N#C/C(=C\c1ccc(C(=O)O)cc1)S(=O)(=O)c1cc(Br)ccc1Br
[16] COc1ccc(NC(=O)CSc2ccc3c(c2)OCCO3)cc1S(N)(=O)=O
[17] CC(C)Cn1c(=S)[nH]c2cc(C(=O)O)ccc2c1=O
[18] COC(CNC(=O)C1CCN(S(=O)(=O)c2ccc3nc4c(c(C(=O)O)c3c2)CC(C)CC4)CC1)OC (stereo not drawn)
Assay by compound	13	14	15	16	17	18
Tb PFK inh	-5%	2%	-2%	0%	2%	-6%
TSG101-PTAP inh	2%	-7%	-4%	-5%	0%	-6%
ELG1 repair inh	?	16%	1%	-13%	3%	12%
Integrin act MD	5%	-32%[inhibitor]	-15%	0%	7%	24%
BCR signal inh	?	?	-1%	?	13%	-3%
Mito fusion act	27%	-4%	-3%	.	0%	-3%
AT treatment	-3%	2%	-6%	1%	-6%	-3%
Eya2 inh	-19%	-31%	5%	-5%	6%	9%
TCR activator	.	6%	-2%	5%	9%	7%
TSHR antag	-30	0	-13	11	-8	-1
ASM inhibitor	-1%	-7%	4%	6%	45%[activator]	11%

[19] CCCN(Cc1nnc(-c2cccs2)o1)C(=O)c1cccc(S(=O)(=O)N2CCOCC2)c1
[20] CCc1ccc2nc(SCC(=O)Nc3nnc(C)s3)c(C)cc2c1
[21] COc1cc(S(=O)(=O)NCCN2CCOCC2)c(OC)cc1Cl
[22] CCC(=O)Nc1sc(C(=O)N2CCCCC2)c(C)c1C#N
[23] CCOCc1nnc(NC(=O)COC)s1
[24] C/C(=N\NC(=O)c1ccc([N+](=O)[O-])cc1)c1cc2ccccc2oc1=O
Assay by compound	19	20	21	22	23	24
Tb PFK inh	4%	0%	-3%	0%	-13%	0%
TSG101-PTAP inh	0%	1%	-4%	2%	-2%	0%
ELG1 repair inh	15%	9%	25%	11%	-8%	12%
Integrin act MD	-10%	0%	-17%	-1%	-17%	22%
BCR signal inh	6%	0%	0%	?	7%	-3%
Mito fusion act	-11%	-4%	1%	0%	17%	0%
AT treatment	3%	5%	2%	1%	5%	-1%
Eya2 inh	-6%	-13%	3%	-11%	25%	5%
TCR activator	-8%	4%	0%	7%	-3%	6%[46.1 µM]
TSHR antag	-10	-5	6	15	30	5
ASM inhibitor	2%	-1%	0%	2%	3%	-1%

[25] CCc1ccc(-c2nc(SCC(=O)NC3CCCC3)n[nH]2)cc1
[26] CCOC(=O)c1c(NC(=O)COC(=O)CCS(=O)(=O)c2ccc(C)cc2)sc(C)c1C
[27] C=CCOc1nc2sc(C)c(C)c2c(=O)n1-c1ccccc1
[28] CCS(=O)(=O)c1ccc(S(=O)(=O)CC)s1
[29] O=C(Cc1ccc(F)cc1)NCC1CCCO1 (stereo not drawn)
[30] CN(Cc1nc(-c2ccncc2)no1)S(=O)(=O)c1ccc(Cl)cc1
Assay by compound	25	26	27	28	29	30
Tb PFK inh	1%	0%	8%	0%	-2%	3%
TSG101-PTAP inh	-7%	0%	-2%	-5%	-6%	.
ELG1 repair inh	-8%	?	11%	4%	18%	?
Integrin act MD	-34%	-29%	?	23%	0%	-16%
BCR signal inh	-11%	-5%	?	3%	?	10%
Mito fusion act	-3%	5%	3%	-5%	2%	19%
AT treatment	5%	1%	19%	1%	7%	3%
Eya2 inh	-2%	5%	-11%	-12%	16%	-9%
TCR activator	-4%	-7%[46.1 µM]	.	5%	0%	.
TSHR antag	-41	3	19	5	-8	-15
ASM inhibitor	-1%	-3%	3%	0%	5%	0%

[31] CC1CCCC(C)N1C(=O)CN1c2cccc3cccc(c23)S1(=O)=O (stereo not drawn)
[32] O=C(Nc1cccs1)Nc1ccccc1Cl
[33] COc1ccc(-n2c(C)nnc2SCC(=O)N2C(C)CCCC2C)cc1 (stereo not drawn)
[34] C=C[C@@H]1c2ccccc2N(S(=O)(=O)c2ccc(C)cc2)[C@H](c2ccccc2)C1(C#N)C#N
[35] Cc1ccc(CN(C)C(=O)COC(=O)CSc2cc(C)c3ccccc3n2)cc1
Assay by compound	31	32	33	34	35
Tb PFK inh	0%	5%	-15%	3%	9%
TSG101-PTAP inh	-3%	-3%	-9%	-1%	-7%
ELG1 repair inh	-13%	25%	-3%	20%	11%
Integrin act MD	-10%	-54%[inhibitor]	-1%	-19%	?
BCR signal inh	1%	?	5%	5%	4%
Mito fusion act	.	3%	2%	-3%	-1%
AT treatment	1%	2%	7%	11%	12%
Eya2 inh	-12%	22%	6%	1%	-3%
TCR activator	7%	3%	-3%	-1%	-3%
TSHR antag	.	6	18	-33	-5
ASM inhibitor	62%[activator]	0%	0%	8%	-14%
